p97 inhibitor: inhibitors of human p97 ATPase, primary screen, biochemical. Transitional endoplasmic reticulum ATPase (Homo sapiens), P55072. recombinant p97 ATPase, Kinase-Glo ATP luminescence, 3 h. inhibition, % at 8 µM. 0.42% of 220,000 active. AID 1481, 2009; in the data active means inhibition above about 15%;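 further: 0% = DMSO vehicle and 100% = wells lacking enzyme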
MDM2 E3 inh: MDM2-luciferase reporter signal enhancers, primary screen, MDM2 E3 ligase inhibitor project, cell-based, luminescence, 1536-well; cell-based MDM2 ubiquitination luciferase reporter, 2 h; 0 = plate control, 100 = twice control, blank-subtracted; signal enhancement, % at 5 µM; 0.11% of 210,000 active;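 active means signal enhancement of 30% or more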;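 further: luminescence tracks abundance of the self-degrading MDM2-luciferase fusion protein; higher signal means inhibition of MDM2 E3 ligase activity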
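Test system: stable mammalian line carrying autodegrading MDM2–luciferase fusion reporter; quantity: 2000 cells in each well; times: 4 h cell settling then 2 h compound exposure, 37 °C; detection: luminescence with SteadyLite reagent, 15 min at room temperature; evaluation: percent signal gain over controls, blank-subtracted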
NPY2 pot ag: NPY-Y2 potentiators or agonists, primary screen, cell-based; cells expressing NPY-Y2, potentiator/agonist read-out; activation, % at 3.6 µM; 0.45% of 220,000 active; AID 1359, 2008; in the data active means activation above about 27%;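 further: cells stimulated with NPY near EC25 plus isoproterenol at EC100; 0% = vehicle plus submaximal agonist and 100% = vehicle plus saturating agonist; some results beyond the cut were filed as inactive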
Target sequence (P49146 whole entry, looked up): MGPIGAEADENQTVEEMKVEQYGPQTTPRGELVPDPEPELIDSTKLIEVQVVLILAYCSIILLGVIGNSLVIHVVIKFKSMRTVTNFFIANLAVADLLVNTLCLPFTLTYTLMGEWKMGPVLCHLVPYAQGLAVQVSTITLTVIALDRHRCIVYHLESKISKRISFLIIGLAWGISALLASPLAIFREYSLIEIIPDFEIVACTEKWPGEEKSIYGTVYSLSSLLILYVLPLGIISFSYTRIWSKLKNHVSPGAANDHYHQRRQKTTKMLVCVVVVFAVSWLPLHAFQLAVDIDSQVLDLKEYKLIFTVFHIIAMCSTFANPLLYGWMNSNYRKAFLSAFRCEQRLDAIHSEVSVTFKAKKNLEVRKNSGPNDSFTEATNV
Runt-SMMHC FRET: inhibitors of RUNX1 Runt–CBFb-SMMHC binding, primary screen, biochemical, FRET, Cerulean-Runt, Venus-CBFb-SMMHC, uHTS; inhibition, % at 20 µM; 0.74% of 220,000 active; Cerulean-Runt/Venus-CBFb-SMMHC FRET ratio 530/480, 1 h; Runt-related transcription factor 1 (Homo sapiens) + Core-binding factor subunit beta …;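 active means mean inhibition across duplicate retests at 20 µM reaching about 50%, limit read from the data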;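 further: 0% = DMSO wells and 100% = wells with excess untagged CBFb-SMMHC; inhibitors lower the FRET ratio by blocking Runt binding to CBFb-SMMHC; some results filed as inactive read as strong as hits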
Runt-CBFb FRET: inhibitors of RUNX1 Runt–CBFb binding, primary screen, biochemical, FRET, Cerulean-Runt, Venus-CBFb, uHTS; Runt-related transcription factor 1 (Homo sapiens) + Core-binding factor subunit beta …; Cerulean-Runt/Venus-CBFb FRET ratio 530/480, 1 h; inhibition, % at 20 µM; 0.46% of 220,000 active; AID 1496, 2009;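 active means inhibition over about 50% at 20 µM in the single-dose screen, limit read from the data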;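 further: 0% = DMSO wells and 100% = excess unlabeled CBFb competitor control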
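test system = Cerulean-tagged RUNX1 Runt domain (FRET donor) fusion protein | reagent = Venus-CBFb binding partner, 100 nM | incubation = protein complex preformed 1 h, compound exposure 1 h, room temperature, dark | detection = FRET fluorescence | read-out basis = loss of energy transfer signal | controls = 5 µM unlabeled CBFb as full-inhibition high control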
RBBP9 inhibitor: human RBBP9 inhibitors, primary screen, biochemical, fluorescence polarization, FP-Rh probe, HTS. recombinant RBBP9. inhibition, % at 7.94 µM. 0.2% of 220,000 active. AID 1515, 2009;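 active means inhibition above the campaign mean of all tested compounds plus 3 SD, cut at about 14% in these data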;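 further: plate controls were DMSO wells with RBBP9 for no effect and wells lacking RBBP9 protein for full effect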
Target sequence (O75884 whole entry, looked up): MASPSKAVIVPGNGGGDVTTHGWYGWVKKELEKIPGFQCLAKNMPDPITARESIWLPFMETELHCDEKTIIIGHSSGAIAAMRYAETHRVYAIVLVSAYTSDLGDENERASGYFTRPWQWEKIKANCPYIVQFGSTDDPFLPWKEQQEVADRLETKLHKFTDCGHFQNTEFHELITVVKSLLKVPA
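Controls: DMSO-treated enzyme wells and wells lacking RBBP9 | Material: RBBP9 protein | Technique: Fluorescence polarization | Replication: Single well per compound, no replicates | Buffer or medium: Tris-NaCl-Pluronic buffer, pH 8.0 | Timing: 30 min compound preincubation, 45 min probe labeling, 25 °C | Read-out basis: Percent inhibition from mP, scaled between DMSO and no-protein wells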
NPY Y1 blocker: NPY-Y1 receptor antagonists, primary screen, cell-based. inhibition, % at 3.6 µM. Neuropeptide Y receptor type 1 (Homo sapiens), P25929. 1% of 200,000 active. HEK293-CNG Y1 cells, membrane potential fluorescence; NPY at EC95, then isoproterenol. AID 1040, 2008;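 active means inhibition above the campaign mean inhibition of all tested compounds plus 3 SD, cut at about 20% in these data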;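 further: 0% = DMSO wells given NPY plus isoproterenol and 100% = isoproterenol alone without NPY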
Target sequence (P25929 whole entry, looked up): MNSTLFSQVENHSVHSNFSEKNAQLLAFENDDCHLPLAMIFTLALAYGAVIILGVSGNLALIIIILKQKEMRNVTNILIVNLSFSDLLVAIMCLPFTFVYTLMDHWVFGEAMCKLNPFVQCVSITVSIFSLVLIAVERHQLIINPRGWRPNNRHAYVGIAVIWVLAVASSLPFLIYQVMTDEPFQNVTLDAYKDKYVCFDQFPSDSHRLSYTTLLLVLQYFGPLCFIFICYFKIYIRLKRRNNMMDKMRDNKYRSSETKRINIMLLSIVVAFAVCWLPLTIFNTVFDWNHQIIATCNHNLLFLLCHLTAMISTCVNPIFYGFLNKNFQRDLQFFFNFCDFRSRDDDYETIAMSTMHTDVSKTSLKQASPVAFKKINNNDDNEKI
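Assay system: HEK293 cells with Y1 receptor plus CNG channel | Probe or stimulus: NPY (25 nM), isoproterenol (1 µM), Ro 20-1724 (25 µM) | Timing: Compound incubation 1 h at room temperature, readout 45 min post-stimulation | Measured by: Membrane-potential fluorescent dye readout | Benchmarks: High control isoproterenol alone, low control NPY with isoproterenol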
NPY-Y1 PAM-ag: NPY-Y1 receptor potentiators or agonists, primary screen, cell-based. activation, % at 3.6 µM. NPY-Y1 expressing cells, potentiator/agonist activation. 0.37% of 220,000 active; in the data active means activation above about 33%, passing the limit was not always enough;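 further: cells stimulated with NPY at EC10 then isoproterenol at EC100; 0% = low agonist plus stimulus and 100% = saturating agonist plus stimulus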
Hck Nef HTS: inhibitors of Nef-activated human Hck kinase, primary screen, biochemical, Z-Lyte FRET, 384-well, Hck-YEEI | AID 463187, 2010 | Recombinant Hck-YEEI plus Nef, Z-Lyte FRET kinase assay | inhibition, % at 20 µM | 0.68% of 220,000 active;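 active means Hck-Nef kinase inhibition above about 50%, limit read from the data; inactive means inhibition below that limit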;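 further: 0% = DMSO with Hck plus Nef and 100% = Hck alone without Nef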
An asterisk follows results filed as active; nt = no result given.

no.	SMILES	p97 inhibitor	MDM2 E3 inh	NPY2 pot ag	Runt-SMMHC FRET	Runt-CBFb FRET	RBBP9 inhibitor	NPY Y1 blocker	NPY-Y1 PAM-ag	Hck Nef HTS
1	Cc1cc(NC(=O)CSc2nc3ccccc3[nH]2)n(-c2ccccc2)n1	1	-1	11	-5	-1	-3	nt	19	24
2	Cc1nn(Cc2ccc(C(=O)Nc3nc4c(C)cccc4s3)o2)c(C)c1Br	1	-4	2	-3	0	-4	-1	-19	2
3	CCOc1ccc(C(=O)N2CCN(Cc3ccccc3)CC2)cc1	1	-18	1	-6	-1	-10	-1	7	-1
4	O=C(CSc1n[nH]c(-c2ccccc2)n1)Nc1ccc(Br)cn1	3	nt	-13	-4	-11	0	-1	-15	15
5	CCOc1cc(Br)ccc1S(=O)(=O)NCc1ccccc1	-5	-18	-14	1	-2	-6	7	-6	1
6	CC(=O)c1ccc(Oc2cnccn2)cc1	2	-4	5	-5	-1	-7	2	1	15
7	O=c1c2ccccc2nc2c3ccccc3c3nncn3n12	2	4	-5	0	-4	-7	0	-1	0
8	Clc1ccc(-n2nnc(-c3cccnc3Cl)n2)cc1Cl	5	nt	-2	-1	-2	-2	6	7	35
9	CCCCNc1c([N+](=O)[O-])ncn1C	4	-9	3	1	0	-1	nt	4	16
10	CCOC(=O)c1ccc(NC(=O)Nc2ccc3c(c2)OCCO3)cc1	-2	-1	-2	-3	0	-8	-1	-7	1
11	S=C(NCCc1c[nH]c2ccccc12)NC1CCCC1	1	1	10	-7	0	-5	0	6	21
12	COc1ccccc1NC(=O)C(C)NS(=O)(=O)c1ccc(F)cc1 (stereo unspecified)	-8	-14	1	2	2	-7	8	-1	9
13	CS(=O)(=O)N(CC(=O)NCc1ccncc1)c1ccc(Cl)c(Cl)c1	2	-5	7	6	1	3	2	14	0
14	CCC(=O)OCC(=O)Nc1ccc2c(c1)OCO2	0	-19	-3	1	1	0	3	-14	24
15	Cc1sc(NC(=O)CSc2nnnn2C2CCCC2)c(C#N)c1C	3	-13	-21	-2	-3	-7	7	16	2
16	COC(=O)c1sc(NC(=O)CC(C)C)c(C(=O)OC)c1C	6	-11	-5	-6	-9	-3	12	-1	9
17	COC(=O)c1cc(OC)c(OC)cc1NC(=O)c1cccc(OC)c1OC	2	-6	-6	3	0	1	3	12	18
18	O=C(Nc1ncccc1Cl)C(Sc1ccccc1)c1ccccc1 (stereo unspecified)	1	-13	1	3	-5	-1	3	-10	1
19	Cc1ccc(N(CC(=O)NCc2ccc(F)cc2)C(=O)c2csnn2)cc1C	-1	-18	3	1	-2	-5	-3	5	-8
20	O=C(CSc1nnnn1-c1ccc(O)cc1)Nc1cccc(S(=O)(=O)N2CCCC2)c1	0	-9	10	-4	2	-11	-7	-18	1
21	O=C(Cn1c(=O)n(-c2ccccc2)c(=O)c2sccc21)NCc1ccccc1	2	-5	-5	1	0	-4	1	-6	18
22	O=C1NN(c2ccc(F)cc2)C(=O)/C1=C/c1cccs1	4	0	2	0	-1	3	2	2	22
23	CC(C)[C@H](NC(=O)NCc1cccs1)C(=O)O	-2	-16	1	-2	-1	-6	1	8	-1
24	O=C(CNCc1ccco1)Nc1ccc(N2CCCCCC2)cc1	-2	-8	8	2	0	-6	-3	23	22
25	O=C1CCCC(=O)N1c1ccc(N2CCOCC2)c([N+](=O)[O-])c1	1	3	-8	1	0	2	2	0	-17

The results go on:
no.	SMILES	p97 inhibitor	MDM2 E3 inh	NPY2 pot ag	Runt-SMMHC FRET	Runt-CBFb FRET	RBBP9 inhibitor	NPY Y1 blocker	NPY-Y1 PAM-ag	Hck Nef HTS
26	CC(=O)N=c1sccn1CC(=O)c1ccc([N+](=O)[O-])cc1	1	1	10	-3	-2	-6	9	0	0
27	CN(C)CCCN(C(=O)COc1ccccc1)c1nc2ccc(F)cc2s1	0	-9	2	1	-1	-2	12	-9	9
28	O=C(CNC(c1ccccc1)c1ccccc1)Nc1c(F)cccc1F	-2	0	-6	6	-8	-13	1	7	3
29	CCCCOc1ccc(/C=C/C(=O)NC2=Nc3ccccc3NC(C)=C2C(=O)OCC)cc1OC	5	-20	-7	-3	-1	-8	3	-5	21
30	Cc1ccc(NC(=O)CCSc2ccccc2)c(C)c1	3	-25	-1	-1	-1	8	-1	10	16
31	O=C(CCc1ccc(Oc2cc([N+](=O)[O-])cc([N+](=O)[O-])c2)cc1)N1CCCCC1	-1	-21	1	-1	-3	6	8	-17	2
32	Cc1c(C)c2cc3c4c(oc3c(C)c2oc1=O)CCCC4	3	-22	-2	0	-5	-3	5	1	2
33	Cc1nn(C)c(C)c1CN(C(=O)CCc1nnc(Cc2c[nH]c3ccccc23)o1)C(C)C	2	-1	-1	2	-2	-4	1	17	18
34	COc1cc(/C=C/C(=O)OCc2c(C)noc2C)ccc1OC(F)F	-9	-91	-25	-3	-2	-9	7	-36	-27
35	CCN(CC)CCCC(C)Nc1c2ccc(Cl)cc2nc2ccc(OC)cc12 (stereo unspecified)	-2	nt	17	85*	12	-1	-4	38	nt
36	O=C(COc1ncnc2ccccc12)N1CCN(S(=O)(=O)c2ccc(Cl)cc2)CC1	0	0	0	-3	-2	-7	0	-23	-7
37	COc1ccc(-c2ccnc3c(C(=O)O)cnn23)cc1	1	-1	-5	0	-1	-4	3	15	15
38	COC(=O)c1nnn(CC(=O)Nc2cc(Cl)ccc2C)c1C(=O)OC	1	-6	8	5	2	-8	1	-6	2
39	Cc1ccc(CN(C(=O)CNC(=O)c2cccs2)C(C(=O)NCC2CCCO2)c2ccccc2)cc1 (stereo unspecified)	-3	1	5	5	-4	2	0	-15	1
40	COC(=O)C1=C(C)N(c2cccc3ccccc23)C(=O)C1	4	-2	-3	-1	0	-6	6	3	6
41	CC(=O)c1c(C(C)=O)c(C)n(NC(=O)c2ccncc2)c1C	1	-9	10	1	-1	-3	7	15	0
42	COC(=O)c1ccccc1NC(=O)CSc1nc(N)cc(=O)[nH]1	3	4	2	1	-2	-4	5	10	17
43	Clc1ccc(CONc2ncnc3nonc23)c(Cl)c1	6	3	1	2	nt	3	3	6	-1
44	Cc1cccc(C)c1OCC(=O)NNC(=O)c1ccoc1C	0	-3	6	2	1	-3	1	5	1
45	Cc1cccc(NS(=O)(=O)c2cc(C(=O)N3CCCC3)ccc2Cl)c1	0	5	1	-9	-4	-1	-2	-5	6
46	Cc1ccc(-c2cc(C(=O)O)n[nH]2)s1	-2	-10	-6	1	2	-3	4	-18	-26
47	COc1ccc(/C=C/C(=O)NCc2nc3ccccc3[nH]2)cc1OC	3	-9	3	1	-1	-3	5	-11	27
48	N#CC1=C(S)N=C(N)C(c2nc(-c3ccccc3)cs2)C12CCCCC2 (stereo unspecified)	5	-14	3	6	19	-10	0	17	4
49	CCCCNc1ccc(S(=O)(=O)c2cccc([N+](=O)[O-])c2)cc1[N+](=O)[O-]	4	0	0	-1	-2	-3	0	15	8
50	O=C1CC(c2ccccc2)CC(O)=C1C=NCCN1CCN(C(=S)Nc2cccc(Cl)c2)CC1 (stereo unspecified)	0	9	-10	-1	nt	-4	-7	-20	0
51	CC(C)(C)NS(=O)(=O)c1ccc2nc(NC(=O)c3ccc(N4C(=O)CCC4=O)cc3)sc2c1	5	3	-6	-1	0	-1	-4	-6	0
52	Fc1ccccc1Sc1ccccc1CNC1=NCCN1	1	-12	2	19	-17	-5	3	-7	4
53	CN(C)c1ccc(/C=N/NC(=O)c2ccccc2Cl)cc1	-1	0	-4	1	0	-10	5	-14	-5

10 compounds from above, sorted by number of heavy atoms, low to high:
no.	SMILES	p97 inhibitor	MDM2 E3 inh	NPY2 pot ag	Runt-SMMHC FRET	Runt-CBFb FRET	RBBP9 inhibitor	NPY Y1 blocker	NPY-Y1 PAM-ag	Hck Nef HTS
23	CC(C)[C@H](NC(=O)NCc1cccs1)C(=O)O	-2	-16	1	-2	-1	-6	1	8	-1
11	S=C(NCCc1c[nH]c2ccccc12)NC1CCCC1	1	1	10	-7	0	-5	0	6	21
52	Fc1ccccc1Sc1ccccc1CNC1=NCCN1	1	-12	2	19	-17	-5	3	-7	4
41	CC(=O)c1c(C(C)=O)c(C)n(NC(=O)c2ccncc2)c1C	1	-9	10	1	-1	-3	7	15	0
13	CS(=O)(=O)N(CC(=O)NCc1ccncc1)c1ccc(Cl)c(Cl)c1	2	-5	7	6	1	3	2	14	0
45	Cc1cccc(NS(=O)(=O)c2cc(C(=O)N3CCCC3)ccc2Cl)c1	0	5	1	-9	-4	-1	-2	-5	6
49	CCCCNc1ccc(S(=O)(=O)c2cccc([N+](=O)[O-])c2)cc1[N+](=O)[O-]	4	0	0	-1	-2	-3	0	15	8
17	COC(=O)c1cc(OC)c(OC)cc1NC(=O)c1cccc(OC)c1OC	2	-6	-6	3	0	1	3	12	18
19	Cc1ccc(N(CC(=O)NCc2ccc(F)cc2)C(=O)c2csnn2)cc1C	-1	-18	3	1	-2	-5	-3	5	-8
36	O=C(COc1ncnc2ccccc12)N1CCN(S(=O)(=O)c2ccc(Cl)cc2)CC1	0	0	0	-3	-2	-7	0	-23	-7

Source: PubChem BioAssay
